Source: PubChem BioAssay
GSTO1 inh: GSTO1 inhibition, counter-screen for RBBP9 inhibitors; recombinant GSTO1, activity-based probe fluorescence polarization; inhibition, % at 5.96 µM; 1.1% of 300,000 active; AID 1974;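 active means inhibition above the campaign mean inhibition plus 3 SD, cut at about 35% in these data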;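 further: 0% = GSTO1-1 with DMSO and 100% = wells lacking GSTO1-1 enzyme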
Target sequence (P78417 whole entry, looked up): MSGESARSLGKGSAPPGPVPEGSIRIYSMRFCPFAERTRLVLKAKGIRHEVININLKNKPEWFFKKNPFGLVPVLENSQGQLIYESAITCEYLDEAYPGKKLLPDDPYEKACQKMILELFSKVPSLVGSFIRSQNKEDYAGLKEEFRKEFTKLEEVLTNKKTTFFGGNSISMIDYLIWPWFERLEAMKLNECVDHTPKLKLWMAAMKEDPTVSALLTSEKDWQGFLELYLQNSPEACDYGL
PME-1 inh: blocks human protein phosphatase methylesterase 1. Q9Y570. 0.53% of 320,000 active. recombinant PME-1, FP-Rh probe fluorescence polarization. inhibition, % at 5.9 µM. AID 2130;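 active means inhibition above the campaign mean of all compounds plus 3 SD, cut at about 26% in these data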;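 further: competitive labeling of PME-1 active site by serine hydrolase directed probe; 0% = PME-1 with DMSO and 100% = wells lacking PME-1 enzyme; inhibitors block probe labeling so polarization falls and inhibition rises; many of its hits are not listed in these tables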
MCL1 BIM primary: MCL1-BIM-BH3 interaction inhibition (human); Q07820; GST-MCL1 / FITC-Bim-BH3 fluorescence polarization; inhibition, % at 10.9 µM; 0.68% of 320,000 active; AID 2057;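 active means inhibition above the mean inhibition of all tested compounds plus 3 SD, set per campaign, cut at about 40% in these data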;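 further: 0% = DMSO wells and 100% = unlabeled Bim-BH3 peptide control; higher means more loss of mP so more displacement of Bim peptide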
TPT1 inh: inhibitors of Candida albicans tRNA 2'-phosphotransferase TPT1 | inhibition, % at 5 µM | 0.81% of 300,000 active | recombinant caTPT1, FP RNA substrate dephosphorylation;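 active means inhibition above the mean of all tested compounds plus 3 SD, set per screening campaign, cut at about 24% in these data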;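 further: plate controls were DMSO alone for no effect and ferristatin control at 100 nM for full effect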
GLD-1 RNA inh: GLD-1-TGE RNA interaction inhibition (C. elegans). Q17339. purified GLD-1 + fluorescein TGE RNA, fluorescence polarization. inhibition, % at 5.96 µM. 0.44% of 320,000 active. AID 2280;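 active means percent inhibition above a per-plate cutoff, the plate mean of test compounds plus 3 SD, cut at about 30% in these data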;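 further: 0% = DMSO wells with GLD-1 and probe and 100% = wells lacking GLD-1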
Target sequence (Q17339 whole entry, looked up): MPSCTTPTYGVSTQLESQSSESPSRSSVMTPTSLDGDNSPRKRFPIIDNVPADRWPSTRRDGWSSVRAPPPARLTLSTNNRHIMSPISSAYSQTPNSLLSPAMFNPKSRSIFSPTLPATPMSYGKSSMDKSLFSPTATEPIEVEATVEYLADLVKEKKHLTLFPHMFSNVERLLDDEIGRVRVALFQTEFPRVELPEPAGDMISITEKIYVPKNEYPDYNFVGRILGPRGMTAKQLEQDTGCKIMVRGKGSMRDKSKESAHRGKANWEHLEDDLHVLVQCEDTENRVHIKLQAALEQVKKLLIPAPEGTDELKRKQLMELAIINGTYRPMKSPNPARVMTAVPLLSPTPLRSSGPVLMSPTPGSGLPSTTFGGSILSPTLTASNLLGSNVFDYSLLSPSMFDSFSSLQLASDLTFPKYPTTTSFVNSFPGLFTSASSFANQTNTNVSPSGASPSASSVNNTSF
Fam108B counter: counter-screen for RBBP9 inhibitors: inhibitors of mouse Fam108B | AID 1947 | 0.33% of 300,000 active | recombinant Fam108B, FP-Rh probe fluorescence polarization | inhibition, % at 9.51 µM;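 active means inhibition above the screen mean inhibition plus 3 SD, computed separately per campaign, cut at about 18% in these data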;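 further: inhibitors lower polarization as less probe binds the enzyme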
PAD4 FP inh: blocks human protein arginine deiminase 4. Q9UM07. recombinant PAD4, RCA probe fluorescence polarization. inhibition, % at 6.36 µM. 0.41% of 330,000 active;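 active means percent inhibition above a cutoff equal to the mean of all tested compounds plus 3 SD, cut at about 15% in these data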;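 further: 0% = PAD4 with RCA probe and DMSO and 100% = probe without PAD4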
MEX-5 binding: C. elegans MEX-5 TCR-2 RNA binding activity; Q9XUB2; activity score (negative = inhibition of binding), % at 10 µM; AID 1832; MEX-5/FITC-TCR2 RNA binding, fluorescence polarization; active compounds read low; 0.38% of 300,000 active;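 active means inhibition past about -25% in most replicates, and total fluorescence under double the plate's negative control median, limit read from the data; inconclusive means replicates evenly split on the limit, or fluorescence at least double controls; inactive means too little inhibition in most replicates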;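 further: 0% = DMSO and -100% = 5 µM competing unlabeled TCR2 RNA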
BCLXL inh: inhibitors of human Bcl-xL; inhibition, % at 10.9 µM; AID 2129; Q07817; 0.7% of 320,000 active; GST-Bcl-xL / FITC-Bim BH3 peptide fluorescence polarization;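 active means inhibition above the mean of all tested compounds plus 3 SD, cutoff set per campaign, cut at about 30% in these data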;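 further: 0% = DMSO wells and 100% = unlabeled Bim-BH3 peptide competitor; inhibitors lower millipolarization by displacing the labeled peptide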
Target sequence (Q07817 whole entry, looked up): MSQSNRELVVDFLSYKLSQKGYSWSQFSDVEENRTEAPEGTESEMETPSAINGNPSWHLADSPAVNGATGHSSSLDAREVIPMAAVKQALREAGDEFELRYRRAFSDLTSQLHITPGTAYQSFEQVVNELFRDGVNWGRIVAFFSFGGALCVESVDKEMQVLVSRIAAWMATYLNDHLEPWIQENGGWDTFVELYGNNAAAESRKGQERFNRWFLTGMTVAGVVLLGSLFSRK
The depositor's hits bear a star; ? = inconclusive; · = not tested or not shown. An excerpt; count on the stated rates, not on these rows.

SMILES	GSTO1 inh	PME-1 inh	MCL1 BIM primary	TPT1 inh	GLD-1 RNA inh	Fam108B counter	PAD4 FP inh	MEX-5 binding	BCLXL inh
CCN(CC)CCNC(=S)Nc1ccc2nc(N3CCOCC3)cc(C)c2c1	4	4	6	4	1	3	1	-4.9	2
O=C(Nc1ccccc1Cl)C1CCCN(S(=O)(=O)c2ccc(F)cc2)C1 (configuration not stated)	4	2	9	1	0	6	2	0.1	2
CC(NC(=O)CCc1nnc(-c2ccc(-c3ccccc3)cc2)o1)c1nccs1 (configuration not stated)	-5	1	-3	-5	3	3	-3	0.7	6
CCOc1ccccc1C(=O)NCC(=O)NCCc1ccc(S(N)(=O)=O)cc1	2	-5	12	-3	2	-1	-1	-1.3	2
CCOC(=O)C1CCN(C(=O)COc2ccc(S(=O)(=O)N3CCOCC3)cc2C)CC1	1	0	-11	1	5	3	-2	-0.7	-4
COc1ccc(S(=O)(=O)N2CCOCC2)cc1NC(=O)c1ccccc1C	-1	2	1	-1	2	2	2	2.2	4
COc1ccc(C)cc1NC(=O)CCCN1C(=O)C(c2ccccc2)Oc2cccnc21 (configuration not stated)	1	5	3	0	-6	6	0	0.2	6
Cc1cc(C)nc(NN=C(c2ccccc2)c2ccccc2)n1	-2	-6	5	4	-5	-4	-6	-2.1	-1
N#C/C(=C\c1c(F)cccc1Cl)S(=O)(=O)c1ccccn1	-3	3	1	0	-1	3	0	-0.2	2
CCOC(=O)C1=C(CS(=O)(=O)c2ccc(C)cc2)NC(=O)NC1c1ccc(O)c(OC)c1 (configuration not stated)	-1	-1	9	1	-10	5	-2	0.5	3
O=S(=O)(c1ccc(Br)s1)N1CCC2(CC1)OCCO2	-1	6	0	-4	-2	-2	-4	-0.2	0
CC(=O)c1c(C)n(-c2ccccc2)c2ccc(OCC(O)CN3CCOCC3)cc12 (configuration not stated)	-2	-1	4	0	2	-1	0	-4.0	6
O=C(Nc1nc2ccccc2s1)c1ccc([N+](=O)[O-])o1	28	-1	8	-3	-9	4	1	-1.4	6
COc1cccc(NC(=O)CCN2CCN(c3ccccc3F)CC2)c1	2	-3	-1	1	-7	4	-2	-1.4	1
Cc1ccc(C(=O)N(CC(C)C)c2c(N)n(Cc3ccccc3)c(=O)[nH]c2=O)o1	3	-6	-7	1	9	-2	-6	-4.5	-1
COc1ccc(C2c3[nH]c4ccccc4c3C[C@H]3C(=O)N(c4ccccc4C(=O)N4CCC(C(=O)O)CC4)C(=O)N23)cc1 (some centres not stated)	-1	-1	6	-4	14	-2	-2	-1.3	11
COc1ccccc1C(C#N)N1N=C(C)CC1c1ccccc1 (configuration not stated)	5	-3	8	0	6	3	8	-1.4	2
CCOC(=O)c1c(NC(=O)C2CCN(S(=O)(=O)c3ccc(Cl)cc3)CC2)sc2c1CCCC2	0	-2	-8	3	5	6	-2	-0.8	3
Nc1nnc(C(=O)c2ccccc2N)s1	-3	8	-2	0	0	0	-8	?	5
CCOc1cc(/C=C2/C(=N)N3OC(C)=CC3=NC2=O)ccc1OC(=O)c1ccco1	3	4	-4	7	-2	-5	-1	1.0	1

Compound profiles, from the list above. Values in the order: GSTO1 inh | PME-1 inh | MCL1 BIM primary | TPT1 inh | GLD-1 RNA inh | Fam108B counter | PAD4 FP inh | MEX-5 binding | BCLXL inh
COc1ccc(S(=O)(=O)N2CCOCC2)cc1NC(=O)c1ccccc1C in the list: -1 | 2 | 1 | -1 | 2 | 2 | 2 | 2.2 | 4
CC(NC(=O)CCc1nnc(-c2ccc(-c3ccccc3)cc2)o1)c1nccs1 (configuration not stated) in the list: -5 | 1 | -3 | -5 | 3 | 3 | -3 | 0.7 | 6
O=C(Nc1nc2ccccc2s1)c1ccc([N+](=O)[O-])o1 in the list: 28 | -1 | 8 | -3 | -9 | 4 | 1 | -1.4 | 6
COc1ccc(C)cc1NC(=O)CCCN1C(=O)C(c2ccccc2)Oc2cccnc21 (configuration not stated) in the list: 1 | 5 | 3 | 0 | -6 | 6 | 0 | 0.2 | 6
Cc1cc(C)nc(NN=C(c2ccccc2)c2ccccc2)n1 in the list: -2 | -6 | 5 | 4 | -5 | -4 | -6 | -2.1 | -1

Three entries out of the list above, arranged by the value under MEX-5 binding, falling:
SMILES,PME-1 inh,MCL1 BIM primary,TPT1 inh,GLD-1 RNA inh,PAD4 FP inh,MEX-5 binding,BCLXL inh
CCOC(=O)C1=C(CS(=O)(=O)c2ccc(C)cc2)NC(=O)NC1c1ccc(O)c(OC)c1 (configuration not stated),-1,9,1,-10,-2,0.5,3
CCOc1ccccc1C(=O)NCC(=O)NCCc1ccc(S(N)(=O)=O)cc1,-5,12,-3,2,-1,-1.3,2
COc1ccccc1C(C#N)N1N=C(C)CC1c1ccccc1 (configuration not stated),-3,8,0,6,8,-1.4,2

Later entries:
SMILES	GSTO1 inh	PME-1 inh	MCL1 BIM primary	TPT1 inh	GLD-1 RNA inh	Fam108B counter	PAD4 FP inh	MEX-5 binding	BCLXL inh
CCOC(=O)CCCNC(=O)CCNC(=O)c1ccc(OC)cc1	-1	0	-4	-1	-1	5	-5	-1.9	-1
O=C(COC(=O)CSc1ccc([N+](=O)[O-])cc1)NCCC1=CCCCC1	·	-2	-1	·	-4	·	0	·	2
O=C(NCc1ccccc1)NCc1cccs1	14	-2	3	-2	-6	-3	-8	1.1	8
CCn1cc(CN2CCC(C(=O)Nc3ccc(Oc4ccccc4)nc3)CC2)cn1	3	-3	-2	-2	1	1	-3	2.9	1
O=c1c(F)cn(C2CCCO2)c(=O)n1Cc1ccccc1F (configuration not stated)	-8	-5	-3	3	0	-2	-3	-1.1	3
C/C(=N\NC(N)=O)c1ccc(Cl)s1	-10	-5	3	-1	7	1	-1	1.2	2
O=C(C1CCCCC1)N1CCN(S(=O)(=O)c2ccc(Br)cc2)CC1	1	-1	-5	4	3	-2	-3	-1.0	8
CCN1CC2CCCC3(C1)C(=O)NC1(CCCCC1)N=C23 (configuration not stated)	4	3	7	-5	6	6	4	-1.8	11
COc1ccc(-c2nc(C#N)c(NCc3ccccc3Cl)o2)cc1OC	6	-4	9	-3	2	1	-3	-3.8	6
Fc1ccc(NC(=S)N2CCn3cccc3C2c2cccnc2)cc1 (configuration not stated)	2	3	10	-6	0	-2	3	-1.8	8
COC(=O)c1sccc1NC(=S)Nc1ccc(F)cc1F	15	-4	-1	-2	1	0	-1	0.6	6
Cc1[nH][nH]c(=O)c1C(c1ccc(-c2ccc(F)cc2)o1)c1c(C)[nH][nH]c1=O	52*	-3	-8	3	-12	-1	48*	2.2	-2
CCCSc1nnc(-c2cccc(S(=O)(=O)N(C)C)c2)n1-c1cc(OC)ccc1OC	-7	10	-1	-2	-3	-1	-2	-1.0	-3
N/C(=N\OC(=O)c1ccc2c(c1)OCO2)c1ccc(Cl)cc1	3	-1	-4	-3	6	6	3	1.0	2
CN(C)S(=O)(=O)Oc1ccsc1C(=O)Nc1ccc(Cl)cc1	5	3	5	-2	0	0	-8	1.4	2
COc1ccc(CCNc2cc(C)nc3c(-c4ccccc4)cnn23)cc1OC	4	3	1	-2	9	6	-2	1.0	7
COC(CNC(=O)c1c[nH]c2ccc(S(=O)(=O)N(C)c3ccc(F)cc3)cc2c1=O)OC	-3	-8	3	-4	-6	-1	-1	0.5	5
Cc1nccn1Cc1cccc2ccccc12	1	-4	2	-3	0	0	3	0.7	7
COc1ccc(C2c3c(ncn(CCCN4CCOCC4)c3=N)Oc3ccc4ccccc4c32)cc1OC (configuration not stated)	-25	-4	9	0	4	-1	-7	0.1	7
Cc1ccc(Cl)cc1N1CCN(S(=O)(=O)c2ccc(-c3ccc(=O)[nH]n3)o2)CC1	2	-1	11	-3	1	3	5	0.2	2
COc1ccc(N(C)S(=O)(=O)c2cccc(C(=O)Nc3nnc(C4CC4)s3)c2)cc1	-19	-3	0	0	-2	-2	2	-1.8	-1
Cc1nc2ccccc2n1CC(=O)NCc1ccccc1	-4	-2	11	0	-1	1	0	1.2	2
O=C(COC(=O)C1=COCCO1)NCCCc1ccccc1	-2	-2	6	-12	9	-1	5	3.0	7
COc1ccc(C(=O)OCC(=O)Nc2ccc(Cl)c(C(F)(F)F)c2)c(OC)c1OC	0	-6	8	1	2	-8	-1	-2.1	7
Cc1ccc(C(=O)COC(=O)CCCC(=O)Nc2cc(C(F)(F)F)ccc2Cl)cc1C	7	0	-2	0	2	-7	7	-3.3	0
CC(=O)NNS(=O)(=O)c1ccccc1[N+](=O)[O-]	3	-3	1	-4	7	2	1	-3.0	3
O=S(=O)(Cc1ccccc1)N1CCCCCC1	3	1	6	0	-5	0	-8	-0.3	3
CCN1CCSc2ccc(C(=O)NCc3cccc(F)c3)cc21	-5	-5	4	-2	2	1	-7	1.9	5
CC(CC(=O)OCC(=O)NCc1ccc(Cl)cc1)c1ccccc1 (configuration not stated)	·	1	2	·	-5	·	0	·	3
Cc1cc(C(=O)CSc2nnc(-c3ccccc3)o2)c(C)n1CC1COc2ccccc2O1 (configuration not stated)	-2	1	-3	-1	-5	-1	0	0.1	-2
COc1ccc(NC(=O)Cc2cccc(F)c2)cc1S(=O)(=O)Nc1ccccc1Cl	-8	1	-3	2	-3	-4	-7	-0.5	3
Cc1ccc(C(=O)C[n+]2ccccc2C)cc1[N+](=O)[O-]	7	-2	-1	0	3	2	4	-0.8	2
CCc1cccc(NC(=O)NC2CCCCC2)c1	-6	3	0	-7	-9	-1	-4	-2.8	0
O=C(NCCc1ccc(Cl)cc1)c1cc(=O)[nH]c2ccccc12	0	-4	-15	0	0	1	0	-0.4	-3
COC(=O)c1ccc(CN2CCC(CO)(Cc3ccccc3Cl)CC2)cc1	-5	-1	-7	-1	-8	-1	1	3.7	4
O=C(COC(=O)C1COc2ccccc2O1)Nc1cccc(Cl)c1 (configuration not stated)	·	8	1	·	6	·	0	·	2
COc1ccc(C(=O)NC2CCN(CC(=O)Nc3cccc(OC)c3)CC2)cc1	6	0	-11	-1	2	1	-1	-1.0	3
CCCn1c2ccccc2c2nnc(SC(CC)C(=O)Nc3sc4c(c3C#N)CCCC4)nc21 (configuration not stated)	-2	-1	7	-2	-5	-1	-3	1.2	7
Cc1c(C(=O)/C=C/N(C)C)nnn1-c1ccc(Cl)cc1Cl	-3	3	-5	4	-5	1	2	1.8	-3
COc1ccc(NS(=O)(=O)c2cc(NC(=O)C3CCCCC3)ccc2N2CCOCC2)cc1	-2	2	-2	-1	2	0	-3	1.2	-13
Cc1ccc(CCN2CC(C(=O)NCCN3CCCCCC3)CC2=O)cc1 (configuration not stated)	1	-14	1	2	-4	2	-2	-3.7	1
CC(C)c1csc(CN2CCN(Cc3ccc(F)c(F)c3)C(CCO)C2)n1 (configuration not stated)	-3	-6	-3	5	-4	-3	-3	-0.1	2
O=C1N=c2ccccc2=C1c1sc(=S)n(-c2ccc(O)cc2)c1O	9	-5	8	-1	3	7	-3	2.0	12
COc1ccc(CCNC(=O)c2[nH]c(C)c(C(C)=O)c2C)cc1	1	-8	-1	-7	12	0	-5	-3.8	6
CC1CCCCN1C(=O)c1ccc(C(=O)Nc2ccc(F)cc2)cc1 (configuration not stated)	3	0	-1	-3	5	0	-1	·	6
